CHO parental Ca: signal in parental CHO cells, OX1R antagonist counter-screen; parental CHO-K1, ATP-induced calcium, Fluo-8 fluorescence; inhibition, % at 5.6 µM; 330,000 tested, 0.63% active; AID 463079;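 active means inhibition above that plate's mean sample inhibition plus 3 SD, cut at about 26% in these data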;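 further: 0% = ATP-challenged DMSO wells and 100% = DMSO wells without ATP; some compounds past the cut are filed as inactive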
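Test system: parental CHO cells; detection: calcium-sensitive Fluo-8 fluorescence; evaluation: percent inhibition of calcium signal; also added: ATP as calcium-mobilizing challenge; repeats: one well per compound; control set: ATP-challenged DMSO wells low, unchallenged DMSO wells high; compound: single nominal dose of 5.6 µM per compound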
V1aR counter: V1a receptor agonism, counter-screen for OXTR agonists; P37288; CHO-V1R cells, Fluo-8 calcium fluorescence, agonist mode; 0% DMSO, 100% 3 nM vasopressin; activation, % at 3 µM; 320,000 tested, 0.25% active;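 active means activation above the mean activation of all tested compounds plus 3 SD, per screening run, cut at about 20% in these data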;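 further: signal is peak over basal fluorescence ratio across a 100 second FLIPR read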
M1 PAM parental: nonselective activator or artifact in parental CHO-K1 calcium assay. ATP EC20, Fluo-8 calcium fluorescence; 0% at ATP EC20, 100% at ATP max. AID 602247. 360,000 tested, 0.02% active. activation, % at 3 µM;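 active means activation above the run cutoff, the mean activation of all test compounds plus 3 SD, cut at about 40% in these data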;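 further: peak over basal fluorescence ratio in a 140 s read after ATP addition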
M1 ag parental: counter-screen for M1 agonists: effect in parental CHO-K1 cells. activation, % at 3 µM. Fluo-8 calcium fluorescence; scaled to maximal ATP response, vehicle zero. 360,000 tested, 0.48% active; in the data active means activation above about 15%;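 further: untransfected CHO-K1 host cells lacking M1 receptor as counterscreen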
TAAR1 agonist: human TAAR1 agonism. CHO RD-HGA16 TAAR1, Fluo-8 calcium fluorescence; vehicle wells 0%, saturating PEA agonist 100%. activation, % at 3 µM. 360,000 tested, 0.99% active. AID 624467;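 active means activation above the mean activation of all test compounds in the run plus 3 SD, cut at about 38% in these data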
Target sequence (Q96RJ0 whole entry, looked up): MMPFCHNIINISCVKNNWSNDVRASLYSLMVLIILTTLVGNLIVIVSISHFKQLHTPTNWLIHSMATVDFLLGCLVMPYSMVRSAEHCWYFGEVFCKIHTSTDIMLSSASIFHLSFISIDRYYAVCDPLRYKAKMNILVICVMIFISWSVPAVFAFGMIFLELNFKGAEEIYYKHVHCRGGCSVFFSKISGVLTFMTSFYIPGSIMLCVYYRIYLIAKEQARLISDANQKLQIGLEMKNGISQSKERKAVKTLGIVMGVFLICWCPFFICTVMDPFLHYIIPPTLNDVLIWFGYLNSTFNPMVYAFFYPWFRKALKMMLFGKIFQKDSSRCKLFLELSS
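Assay system – CHO-derived RD-HGA16 cells with stable Gα16 and human TAAR1 · Compound dosing – one-point dosing at 3 µM (nominal) · Incubation – 17-24 h seeding, 75 min 37 °C dye, 30 min RT · Measured by – kinetic Fluo-8 calcium fluorescence · Control set – DMSO vehicle as 0%, PEA at EC100 as 100% · Repeats – single well for each compound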
M1 ag: activates human CHRM1 receptor; P11229; CHO-K1 hM1, Fluo-8 calcium fluorescence, agonist mode; 0% DMSO, 100% acetylcholine EC100; activation, % at 3 µM; 360,000 tested, 0.33% active;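 active means activation above the run's mean compound activation plus 3 SD, cut at about 16% in these data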;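 further: peak over basal fluorescence ratio within a 140 s kinetic read after compound addition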
Target sequence (P11229 whole entry, looked up): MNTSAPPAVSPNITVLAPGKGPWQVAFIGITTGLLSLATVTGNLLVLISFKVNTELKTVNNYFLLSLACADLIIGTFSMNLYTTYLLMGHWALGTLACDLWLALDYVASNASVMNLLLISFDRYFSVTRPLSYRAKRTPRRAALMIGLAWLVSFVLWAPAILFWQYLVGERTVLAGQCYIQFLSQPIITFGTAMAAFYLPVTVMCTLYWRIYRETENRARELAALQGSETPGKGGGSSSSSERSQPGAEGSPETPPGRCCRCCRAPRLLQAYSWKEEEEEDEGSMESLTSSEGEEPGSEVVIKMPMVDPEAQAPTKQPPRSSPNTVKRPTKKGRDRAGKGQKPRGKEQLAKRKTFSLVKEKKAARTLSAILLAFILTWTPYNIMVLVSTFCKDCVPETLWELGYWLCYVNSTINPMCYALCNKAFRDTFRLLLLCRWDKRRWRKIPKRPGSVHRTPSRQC
CHO-K1 Ca antag: counter-screen for M1 antagonists: effect in parental CHO-K1 cells; 360,000 tested, 0.6% active; ATP-induced calcium, Fluo-8 fluorescence; inhibition, % at 3 µM;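 active means inhibition above a per-plate cutoff, the plate's mean sample inhibition plus 3 SD, cut at about 24% in these data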;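 further: 0% = DMSO plus EC80 ATP and 100% = DMSO alone without ATP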
OXTR potentiate: potentiators of human oxytocin receptor | P30559 | CHO-OTR cells, Fluo-8 calcium fluorescence, potentiator mode; 0% = oxytocin EC15, 100% = EC100 | activation, % at 3 µM | 320,000 tested, 0.061% active;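 active means activation above that plate's cutoff, the mean activation of tested compounds plus 3 SD, cut at about 6.6% in these data, passing the limit was not always enough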;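 further: 100% uses oxytocin at 75 nM as the full agonist control; some results filed as inactive read as strong as hits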
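test system = CHO-OTR cells, human receptor | compound = single-point 3.0 µM | schedule = 6 min compound pre-incubation at room temperature, 100 s kinetic read | signal = Fluo-8 no-wash calcium dye fluorescence, excitation 470-495 nm, emission 515-575 nm | repeats = single well per compound, singlicate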
TAAR1 antagonist: antagonists of human TAAR1; CHO RD-HGA16 TAAR1, Fluo-8 calcium fluorescence, antagonist; inhibition, % at 3 µM; Q96RJ0; 360,000 tested, 1.5% active;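 active means inhibition above a per-plate cutoff, the mean inhibition of test compounds on that plate plus 3 SD, cut at about 49% in these data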;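 further: 0% = DMSO plus EC80 beta-PEA response and 100% = DMSO alone without agonist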
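Material: CHO RD-HGA16 cells bearing hTAAR1; compound dosing: one-point dosing, 3 µM nominal final; schedule: dye loading 75 min at 37 °C, then 30 min room temperature; measured by: calcium fluorescence with Fluo-8; control set: vehicle and agonist controls; replication: n of 1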
Numbers without * were called inactive; x = no result given. Not a hit list. Share with any hit: about 3.3%.

SMILES	CHO parental Ca	V1aR counter	M1 PAM parental	M1 ag parental	TAAR1 agonist	M1 ag	CHO-K1 Ca antag	OXTR potentiate	TAAR1 antagonist
CC1CCC(NCc2ccco2)CC1 (stereo unspecified)	-3	0.5	-7	0.0	1	-3	18	0	7
O=C(NCc1ccccc1)C1CC(=O)N(c2ccc(OCC(=O)N3CCOCC3)cc2)C1 (stereo unspecified)	6	0.3	10	1.0	3	-4	-16	-3	-13
Cc1c(O)ccc(NS(=O)(=O)c2ccccc2)c1C	-6	3.0	-9	6.8	10	-7	10	-6	0
Cc1c(C(=O)N2CCCC2(C)C(=O)NCC(C)C)oc2ccccc12 (stereo unspecified)	x	x	21	-0.6	1	-6	-7	x	-16
COc1cc2nc(-c3cccs3)oc(=O)c2cc1OC	2	0.8	17	0.3	12	-5	-11	0	-2
O=C(C1=C[C@@H](C2CCCCC2)C[C@@H](OCCCCO)O1)N1CCN(Cc2ccc3c(c2)OCO3)CC1	-24	-0.1	9	-0.1	7	-4	-7	-10	-18
COc1ccc(N2C(=O)CCC(C(C)=O)=C2C)cc1	-3	0.1	18	0.0	17	-5	-5	-13	-3
O=C(COc1c(F)c(F)cc(F)c1F)NC(=O)NC1CCCC1	-1	-0.6	17	0.0	15	-6	-4	-15	4
Cc1cc(NC(=O)CCC(=O)N(Cc2cccs2)C(C(=O)NC2CCCC2)c2ccncc2)no1 (stereo unspecified)	-19	-1.0	-6	0.1	16	-5	1	-14	-14
Cc1cccc(C2=N/C(=C/c3cccs3)C(=O)O2)c1	-4	0.7	10	0.2	6	-6	-2	-1	-6
COC(=O)c1ccccc1N(C)S(=O)(=O)c1cc2c3c(c1)CCC(=O)N3CCC2	-29	-0.1	-4	1.1	8	-5	0	-5	-12
CCOc1ccc(-n2c(CCc3ccccc3)n[nH]c2=S)cc1	-7	-1.3	-4	0.2	0	-4	-11	-5	-13
CCOc1ccc(NS(=O)(=O)c2cc(Cl)ccc2OC)cc1	-11	1.9	3	0.5	9	-2	0	-12	-11
CC1(C(=O)NS(=O)(=O)c2ccc(F)cc2F)CCN1C(=O)CCc1ccc(Cl)cc1Cl (stereo unspecified)	x	x	27	-0.3	1	-2	-10	x	8
Cc1cccc(-n2ncc3c(NCc4ccccc4)ncnc32)c1	-6	-0.6	-4	-0.3	0	-1	2	-3	4
CCn1nccc1NC(=O)c1csc([C@H]2C[C@H](O)[C@@H](CO)O2)n1	x	x	2	-0.1	1	-2	5	x	-8
CN(C(=O)CSc1ccncc1)C1CCCN(Cc2ccccc2F)C1 (stereo unspecified)	-13	2.1	1	1.2	1	-6	-5	-7	-20
COc1ccc(NC(=O)C23CC4CC(C2)CC(n2cnc(Br)n2)(C4)C3)cc1Cl	-15	-0.2	-10	0.1	1	-1	5	-9	3
CC(Cl)C(=O)NN=C(c1ccccc1)c1ccccc1 (stereo unspecified)	-12	-1.4	16	0.5	4	-1	-16	8	-19
O=C(Nc1nc2c(F)cc(F)cc2s1)C1CCN(C(=O)c2ccc(F)cc2)CC1	-12	2.3	3	0.3	2	-1	13	-10	-25
O=C(Nc1ccccc1)c1ccc(S(=O)(=O)Nc2cccc(O)c2)cc1	9	0.8	7	1.0	10	-2	2	-3	19
CCNC(=S)N/N=C(\C)c1ccc2c(c1)OCCO2	-11	-0.1	4	0.0	-1	-7	2	5	7
Cc1nn(CC(=O)NC2(C)CCS(=O)(=O)C2)c(C)c1S(=O)(=O)N(C)C (stereo unspecified)	-3	2.1	-21	0.1	2	-2	5	9	8
Cc1cc(N2CCN(C(=O)/C=C/C(=O)O)CC2)c2ccccc2n1	-13	0.1	-7	0.1	3	-5	-4	-12	-2
COc1cc2c(cc1OC)/C(=C/C(=O)c1ccccc1)NCC2	-21	-0.9	-14	1.9	1	1	-3	-14	-11
O=C(N[C@@H](Cc1c[nH]c2ccccc12)C(=O)O)C1CCN(S(=O)(=O)c2ccc(Cl)cc2)CC1	7	-0.9	9	0.8	1	-5	-17	-4	-6
COc1ccc(CNC(=O)[C@H](C)NC(=O)C2CCN(S(=O)(=O)c3ccccc3)CC2)cc1	-9	0.8	0	0.7	1	-2	-18	-5	-10
CN(CC(=O)Nc1cccc(F)c1)C(=O)CSc1ccccc1	4	0.2	1	0.0	5	-2	9	-6	-15
O=C(COC(=O)c1cc(S(=O)(=O)N2CCCCC2)ccc1N1CCOCC1)c1ccccc1	-2	-1.2	-10	-0.8	3	-2	-7	-3	-13
O=C(N/N=C/c1cccs1)c1ccc2c(c1)OCO2	-2	0.4	-11	-0.7	8	-5	20	-8	-5
CCc1ccc(NC(=O)[C@@H](NC(=O)[C@@H]2Cc3ccccc3CN2)C(C)CC)cc1 (stereo partly specified)	-9	2.2	-2	-0.5	-1	-6	-7	-5	13
CC(C)c1nnc(NC(=O)CCC(=O)N2CCN(Cc3ccc(F)cc3)CC2)s1	-8	-0.8	8	1.5	0	14	-27	-8	4
O=C(O)c1nn(-c2ccccc2)c(-c2ccccc2)c1C(=O)c1ccccc1	-1	0.1	28	0.2	1	-4	-13	0	8
CCOc1ccc(NC(=O)C2CCCN(S(=O)(=O)c3ccc4c(c3)CCCN4C(C)=O)C2)cc1 (stereo unspecified)	-12	1.8	-10	2.8	0	-1	-11	-23	-7
COC(=O)CN1C(=O)N/C(=C/c2ccc(OC)cc2)C1=O	2	3.0	13	0.6	4	-2	-6	-9	-18
CC1=C(C(=O)Nc2ccc(C)cc2C)C(c2ccc(C)o2)NC(=O)N1 (stereo unspecified)	-5	-0.3	-6	-0.1	6	-6	8	-7	11
O=C(NCc1ccc(F)cc1)C1CCN(S(=O)(=O)N2CCOCC2)CC1	1	0.0	11	0.6	3	-5	-12	-20	3
CCC(=O)N(CCc1ccccc1)Cc1cc2cc(C)ccc2[nH]c1=O	x	x	-7	-0.4	4	2	-4	x	-9
O=C(NCc1cccnc1)C(=O)NCC1OCCN1S(=O)(=O)c1cc(F)ccc1F (stereo unspecified)	-7	1.0	-3	0.1	0	-2	-7	-8	-11
CC(=O)C1(C)N(O)C(C)(C)C(c2cccs2)=[N+]1[O-] (stereo unspecified)	-10	0.0	21	1.0	9	-2	-4	2	2

Three compounds out of the list above, sorted by their value in TAAR1 antagonist, ascending:
smiles | OXTR potentiate | TAAR1 antagonist
CCOc1ccc(NC(=O)C2CCCN(S(=O)(=O)c3ccc4c(c3)CCCN4C(C)=O)C2)cc1 (stereo unspecified) | -23 | -7
CC(C)c1nnc(NC(=O)CCC(=O)N2CCN(Cc3ccc(F)cc3)CC2)s1 | -8 | 4
CCNC(=S)N/N=C(\C)c1ccc2c(c1)OCCO2 | 5 | 7

More entries:
SMILES	CHO parental Ca	V1aR counter	M1 PAM parental	M1 ag parental	TAAR1 agonist	M1 ag	CHO-K1 Ca antag	OXTR potentiate	TAAR1 antagonist
CCN(CC)C(=O)COn1c(SCC(=O)N(CC)CC)nc2ccccc2c1=O	-17	-0.4	15	0.8	10	-3	-1	-2	3
Cc1cccc(C(=O)Nc2ccc(C(=O)/C=C/c3ccncc3)cc2)c1	2	2.7	20	7.1	18	1	-6	-4	60*
CC1(C)CC(NC(=O)Cc2ccccc2)CC(C)(C)N1	-2	-0.7	1	-0.1	2	-4	-8	-9	-13
Cc1ccc(SCC2=NN(c3nc(C)cc(C)n3)C(=O)C2)cc1	-16	-0.4	11	0.1	2	0	-9	-8	-15
CCc1ccc2oc(-c3cccc(N)c3)nc2c1	-12	-0.2	-14	-0.4	12	-3	2	-1	3
CCN(c1ccccc1)S(=O)(=O)c1ccc(OC)c(NC(=O)Cn2cnc3c2c(=O)n(C)c(=O)n3C)c1	-11	0.4	20	4.3	3	-12	-12	-25	17
COc1ccccc1-n1cnc2cc(NCc3cccs3)ccc21	-11	4.1	8	0.8	3	-5	-1	-19	6
CCOc1ccccc1NC(=O)Nc1ccncc1	-6	0.6	0	1.2	3	-2	-6	-2	-20
Cc1c(Cl)cccc1NC(=O)c1ccc(OCC(=O)NCc2ccccc2)cc1	-8	19	10	9.1	16	-6	-5	-11	8
COc1ccccc1NC(=O)c1cc(S(=O)(=O)NCc2ccccc2)ccc1F	-1	2.1	5	0.1	2	-3	-14	-10	-2
Cc1sc2ncnc(OCC(=O)Nc3ccc4c(c3)OCCO4)c2c1C	4	-0.2	14	0.2	-2	-2	-5	-4	-4
Cc1cc(NC(=O)OC(C)C)ccc1-c1ccc(NC(=O)OC(C)C)cc1C	-14	0.6	2	0.8	-1	1	-14	-4	-22
Cc1[nH]c2ccccc2c1/C=N/NC(=O)Cc1cccs1	-10	11	16	1.8	12	-6	-6	-7	-5
O=C(COC(=O)COc1ccc(Br)cc1)NC1CCCCCC1	-10	3.8	-8	1.4	3	-2	10	-7	15
COn1c(C)c(C(C)=O)c2c3nonc3ccc21	23	0.3	28	0.9	9	-1	-8	-2	-15

Quoted from the listing (12 entries):
SMILES	CHO parental Ca	V1aR counter	M1 PAM parental	M1 ag parental	TAAR1 agonist	M1 ag	CHO-K1 Ca antag	OXTR potentiate	TAAR1 antagonist
CCOc1ccc(-n2c(CCc3ccccc3)n[nH]c2=S)cc1	-7	-1.3	-4	0.2	0	-4	-11	-5	-13
CCOc1ccc(NS(=O)(=O)c2cc(Cl)ccc2OC)cc1	-11	1.9	3	0.5	9	-2	0	-12	-11
CC1(C(=O)NS(=O)(=O)c2ccc(F)cc2F)CCN1C(=O)CCc1ccc(Cl)cc1Cl (stereo unspecified)	x	x	27	-0.3	1	-2	-10	x	8
Cc1cccc(-n2ncc3c(NCc4ccccc4)ncnc32)c1	-6	-0.6	-4	-0.3	0	-1	2	-3	4
CCn1nccc1NC(=O)c1csc([C@H]2C[C@H](O)[C@@H](CO)O2)n1	x	x	2	-0.1	1	-2	5	x	-8
CN(C(=O)CSc1ccncc1)C1CCCN(Cc2ccccc2F)C1 (stereo unspecified)	-13	2.1	1	1.2	1	-6	-5	-7	-20
COc1ccc(NC(=O)C23CC4CC(C2)CC(n2cnc(Br)n2)(C4)C3)cc1Cl	-15	-0.2	-10	0.1	1	-1	5	-9	3
CC(Cl)C(=O)NN=C(c1ccccc1)c1ccccc1 (stereo unspecified)	-12	-1.4	16	0.5	4	-1	-16	8	-19
O=C(Nc1nc2c(F)cc(F)cc2s1)C1CCN(C(=O)c2ccc(F)cc2)CC1	-12	2.3	3	0.3	2	-1	13	-10	-25
O=C(Nc1ccccc1)c1ccc(S(=O)(=O)Nc2cccc(O)c2)cc1	9	0.8	7	1.0	10	-2	2	-3	19
CCNC(=S)N/N=C(\C)c1ccc2c(c1)OCCO2	-11	-0.1	4	0.0	-1	-7	2	5	7
Cc1nn(CC(=O)NC2(C)CCS(=O)(=O)C2)c(C)c1S(=O)(=O)N(C)C (stereo unspecified)	-3	2.1	-21	0.1	2	-2	5	9	8
